L3MBTL1 block = L3MBTL1 (human) inhibition. AlphaScreen L3MBTL1–H3K9me1 peptide binding. Q9Y468. 0.66% of 230,000 active. Potency, µM (doses to about 57.1 µM), for the others: top-dose activity, negative = inhibition, usual class: inhibitors; active means well fitted inhibition curve with a large enough effect; inconclusive means small, poorly fitted or top-dose-only effect; inactive means no such curve, though single readings can be large or run the other way; further: nearly all actives have a fitted effect of over 60% in size
Target sequence (Q9Y468 whole entry, looked up): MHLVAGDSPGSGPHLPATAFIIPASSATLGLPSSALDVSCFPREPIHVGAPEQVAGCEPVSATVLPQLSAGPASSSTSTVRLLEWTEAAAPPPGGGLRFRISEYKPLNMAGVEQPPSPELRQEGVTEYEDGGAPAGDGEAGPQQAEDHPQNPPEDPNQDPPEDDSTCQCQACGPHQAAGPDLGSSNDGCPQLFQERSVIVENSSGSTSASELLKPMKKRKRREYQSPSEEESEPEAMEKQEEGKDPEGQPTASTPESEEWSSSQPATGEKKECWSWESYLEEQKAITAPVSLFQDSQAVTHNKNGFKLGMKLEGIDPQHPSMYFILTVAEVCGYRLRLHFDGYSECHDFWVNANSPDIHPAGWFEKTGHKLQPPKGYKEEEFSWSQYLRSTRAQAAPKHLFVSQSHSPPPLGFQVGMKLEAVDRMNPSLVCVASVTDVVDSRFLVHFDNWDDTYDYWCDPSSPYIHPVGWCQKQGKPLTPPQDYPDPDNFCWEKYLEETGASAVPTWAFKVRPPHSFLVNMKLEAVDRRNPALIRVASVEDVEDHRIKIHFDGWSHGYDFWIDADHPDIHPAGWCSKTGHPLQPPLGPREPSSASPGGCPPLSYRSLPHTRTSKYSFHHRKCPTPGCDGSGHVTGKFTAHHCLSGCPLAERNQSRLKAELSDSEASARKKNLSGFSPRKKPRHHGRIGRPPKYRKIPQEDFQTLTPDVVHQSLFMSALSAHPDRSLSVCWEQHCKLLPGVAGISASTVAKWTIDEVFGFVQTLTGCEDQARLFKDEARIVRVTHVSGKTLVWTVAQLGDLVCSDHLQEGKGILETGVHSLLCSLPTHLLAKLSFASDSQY
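AlphaScreen assay: L3MBTL1 (50 nM final) was preincubated 30 min at room temperature with biotinylated H3(1-15)K9me1 peptide (75 nM final), then 30 min with library compounds; streptavidin donor and nickel chelate acceptor beads (10 ug/mL final) added, 30 min dark.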
Numbers without * were called inactive; ? = inconclusive; [ ] = another dose, or the depositor's remark. On the % scale 0 is the no-effect control and ±100 the full control effect; potency means the concentration at half of the fitted maximal effect. A portion of the library; rates above refer to the full screens.

SMILES | L3MBTL1 block
O=C(NC(=S)Nc1ccccc1Cl)c1cncc(Br)c1 | -3%
CC(=O)c1c(C)[nH]c(C(=O)Nc2cccc(S(=O)(=O)N3CCCCC3)c2)c1C | -4%
Cc1cccc(NC(=O)c2nc[nH]c2C(=O)NCCCNC(=O)c2[nH]cnc2C(=O)Nc2cccc(C)c2)c1 | 8%
CCOC(=O)C1CCN(CC(=O)Nc2ccc(OC)c(S(=O)(=O)N3CCCCC3)c2)CC1 | 5%
O=C(COc1ccc(Br)cc1)NCCCN1CCCC1=O | 1%
O=C(CSc1nnc(-c2ccccc2)o1)NC1CCCC1 | 6%
Cc1cc(C)cc(C(=O)NC(CC(N)=O)c2ccc(NCC3CC3)c([N+](=O)[O-])c2)c1 (centres undefined) | ?
O=C(CCN1C(=O)/C(=C/c2ccc3c(c2)OCO3)SC1=S)Nc1cccc(C(=O)O)c1 | 0%
Cc1[nH][nH]c(=O)c1C | 5%
COc1ccc(C2CC(=O)Oc3ccc(OC)cc32)cc1 (centres undefined) | -10%
CCOC(OCC)c1cc2ccccc2cn1 | 5%
CC1CN(C(=O)CCC(=O)NC2CCCCC2)c2ccccc2S1 (centres undefined) | 0%
CCC(Oc1ccc(C)cc1)C(=O)Nc1ccc2c(c1)n(C)c(=O)n2C (centres undefined) | -4%
CCOC(=O)c1c(NC(=O)CN2C(=O)NC3(CCCCC3C)C2=O)sc(C(=O)N(C)C)c1C (centres undefined) | 5%
CCCCn1c(N)c(N(Cc2ccccc2OC)C(=O)C(C)Oc2ccc(F)cc2)c(=O)[nH]c1=O (centres undefined) | 7%
O=C(CCN=C1NS(=O)(=O)c2ccccc21)OCC(=O)c1ccc(F)c(F)c1 | 2%
CC12CCC(=O)N1C(C(=O)Nc1ccc(S(=O)(=O)N3CCCCC3)cc1)CS2 (centres undefined) | 0%
CCCNC(=O)c1ccc(N2CCC3(CC2)CC(c2ccccc2)=NO3)c(N)c1 | 4%
Cc1ccc(S(=O)(=O)Nc2cccc(C(=O)N3CCN(c4ccccc4O)CC3)c2)cc1F | -8%
CCc1ccccc1OCC(=O)Nc1cc(S(=O)(=O)N2CCOCC2)ccc1N1CCCCC1 | -12%
COc1ccc(-c2ccc3nnc(SCC(=O)NCC4CCCO4)n3n2)cc1 (centres undefined) | 7%
COc1ccc2ccc(OCC(=O)NCC3CCCO3)cc2c1 (centres undefined) | -1%
O=C(Cn1c(=O)cnc2ccccc21)Nc1cccc(S(=O)(=O)N2CCCCC2)c1 | 4%
Cc1ccc(CC(=O)OCC(=O)c2ccc[nH]2)cc1C | -9%
O=C(Nc1ccc([N+](=O)[O-])cc1)C1COc2ccccc2O1 (centres undefined) | -1%[2.29 µM]

More entries
SMILES | L3MBTL1 block
CC1(C)C(=O)Nc2ccccc2N1C(=O)COC(=O)Cc1c(F)cccc1Cl | -4%
COc1cc(NCc2ccccc2)c2ncn(Cc3ccccc3)c2c1 | ?
CC(NC=O)c1nc2ccccc2n1CCc1ccccc1 (centres undefined) | -5%
CNC(=O)c1c(NC(=O)CCS(=O)(=O)c2ccccc2)sc(C)c1C | 9%
COc1ccc(C(=O)NCC2COc3ccccc3O2)cc1S(=O)(=O)N1CCOCC1 (centres undefined) | 9%
Cc1ccc(NC(=O)CSCC(=O)Nc2nnc(C)s2)cc1 | -1%
Cc1cc2c(cc1S(=O)(=O)NCc1ccccc1)NC(=O)CO2 | -12%
COCCCNC(=O)Cn1c(=O)n(Cc2ccc(F)cc2)c(=O)c2sccc21 | -1%
COc1ccc2c(CC(=O)OCc3nc4ccsc4c(=O)[nH]3)coc2c1 | -6%
CSCCC(NC(=O)c1ccco1)C(=O)NCc1ccc2c(c1)OCO2 (centres undefined) | -11%
O=C(CN1C(=O)C2CCCCC2C1=O)Nc1cccc(C(F)(F)F)c1 (centres undefined) | 3%
CC(OC(=O)C1CC(=O)N(Cc2ccccc2)C1)C(=O)Nc1ccc(F)cc1Cl (centres undefined) | 9%
COc1ccc(S(=O)(=O)NCC(c2cccs2)N2CCc3ccccc3C2)cc1 (centres undefined) | 5%
COc1ccccc1OCc1nnc(SCC(N)=O)n1-c1ccccc1 | -5%
COc1ccccc1NC(=O)c1ccc2c(=O)n3c(nc2c1)CCC3 | -8%
CCN(c1ccccc1)S(=O)(=O)c1ccc(C(=O)Nc2ccncc2)cc1 | -13%
CN(CC(=O)Nc1ccc(Cl)c(Cl)c1)C(=O)CNC(=O)Cc1ccccc1 | 10%
O=C(NCCCN1CCCC1=O)c1ccc(S(=O)(=O)Nc2ccccc2)cc1 | 10%
O=C(CSC(=S)N1CCCC1)Nc1ccc(Br)cc1Cl | -1%
O=C(c1ccccc1Cc1ccccc1)N1CCN(S(=O)(=O)c2ccc(F)cc2)CC1 | 12%
O=C(COC(=O)C1CC2CCCC(C1)C2=O)NC1CCCCC1 (centres undefined) | 0%
COc1ccc(CNC(=O)Cn2nc(C(F)(F)F)c(Br)c2C)cc1 | -2%
CCOc1ccc(CCNC(=O)CCc2nnc3ccc(N4CCCCC4)nn23)cc1OCC | -4%
Cc1ccc(NC(=O)C(c2ccccc2)c2ccccc2)nc1 | -2%
CCc1ccc2c(COC(=O)C3CC(=O)N(CCc4ccccc4)C3)cc(=O)oc2c1 (centres undefined) | 0%

Some values from the entries so far.
COc1ccccc1OCc1nnc(SCC(N)=O)n1-c1ccccc1 – L3MBTL1 block: -5%
O=C(NC(=S)Nc1ccccc1Cl)c1cncc(Br)c1 – L3MBTL1 block: -3%
Cc1ccc(NC(=O)CSCC(=O)Nc2nnc(C)s2)cc1 – L3MBTL1 block: -1%

Following part:
SMILES | L3MBTL1 block
COc1cc2ccccc2cc1C(=O)NC1CCCC1 | -4%
Cc1c(C(=O)N(CC(C)C)c2c(N)n(Cc3ccccc3)c(=O)[nH]c2=O)sc2nc3n(c(=O)c12)CCC3 | -2%
O=C(Nc1ccccc1N1CCCCC1)c1cc(S(=O)(=O)N2CCOCC2)ccc1F | -9%
NC(=O)c1ccsc1NC(=O)COC(=O)CNC(=O)c1ccc(F)cc1 | -1%
C[C@H](CO)N1C[C@H](C)[C@@H](CN(C)Cc2ccncc2)Oc2c(NC(=O)C3CC3)cccc2C1=O | -1%
Cc1ccccc1CC(=O)N1CCCC1 | -6%
O=C(COC(=O)C1CCCO1)Nc1nc(-c2ccc(F)cc2)cs1 (centres undefined) | 6%
CNS(=O)(=O)c1ccc2c3c(cccc13)C(=O)N2C | -1%
CCn1c(C)nc2cc(C(=O)NNC(=O)CN(C)S(=O)(=O)c3ccc(NC(C)=O)cc3)ccc21 | 5%
CCC1CCCCN1CCCNC(=O)CCC(=O)N1CC(C)Oc2ccccc21 (centres undefined) | 4%
CCN(CC)C(=O)c1[nH]cnc1C(=O)Nc1cccc(C)c1 | -1%
Cc1c(Cc2ccccc2)c(=O)oc2cc(OCC(=O)NCC3CCC(C(=O)O)CC3)ccc12 (centres undefined) | ?
CCN(Cc1cccs1)C(=O)c1cccc(S(=O)(=O)N2CCN(C)CC2)c1 | 2%
Cc1cccnc1NC(=O)c1ccc(S(=O)(=O)NCc2ccco2)cc1 | 5%
COc1ccc2sc(-c3ccccc3OC)c(-c3ccc(OCCN4CCOCC4)cc3)c2c1 | -14%
COc1ccc(C(=O)Nc2ccc(NC(C)=O)cc2)cc1S(=O)(=O)N1CCCC1 | 0%
COc1ccccc1CNC(=O)COc1cccc(-n2cnnn2)c1 | 1%
O=C(Nc1ccc(N2CCN(C(=O)c3ccco3)CC2)cc1)c1cc(Br)ccc1Cl | -8%
O=C(/C=C/c1ccc([N+](=O)[O-])cc1)N1CCN(Cc2ccccc2)CC1 | -3%
COc1ccccc1C(=O)NCC(=O)OC(C)C(=O)NC1CCCCC1C (centres undefined) | 2%
COc1ccc(N(CC(=O)Nc2cccc3ccccc23)S(C)(=O)=O)c(OC)c1 | -2%
CN(C)S(=O)(=O)c1ccc(N2CCCC2)c(C(=O)NNC(=O)c2ccccc2)c1 | ?
O=C(Cc1ccc(S(=O)(=O)N2CCOCC2)s1)N1CCN(S(=O)(=O)c2cccc([N+](=O)[O-])c2)CC1 | 2%
COc1ccc(CC(=O)N2CCN(c3ccc(F)cc3)CC2)cc1 | 50%[activator]
C=CCN1C(=O)c2ccc(C(=O)N3CCN(S(=O)(=O)c4ccc(C(C)C)cc4)CC3)cc2C1=O | -4%

For convenience, part of the list above:
SMILES | L3MBTL1 block
COc1ccc(CC(=O)N2CCN(c3ccc(F)cc3)CC2)cc1 | 50%[activator]
C=CCN1C(=O)c2ccc(C(=O)N3CCN(S(=O)(=O)c4ccc(C(C)C)cc4)CC3)cc2C1=O | -4%

New compounds follow
SMILES | L3MBTL1 block
CCN1CCN(c2ccc(S(=O)(=O)N3CCOCC3)cc2NC(=O)/C=C/c2ccc(C)cc2)CC1 | 0%
O=C(NCCc1ccc(F)cc1)Nc1ccccc1 | 3%
COc1ccc2ccccc2c1/C=N/NC(=O)c1ccccc1F | -2%
O=C(c1ccc(N2CCCC2)c([N+](=O)[O-])c1)N1CCN(S(=O)(=O)c2ccccc2)CC1 | -15%
C[C@H](CO)N1C[C@H](C)[C@@H](CN(C)C(=O)NC2CCCCC2)Oc2c(NC(=O)Nc3ccc4c(c3)OCO4)cccc2C1=O | -2%
CN(CC(=O)Nc1ccc(Cl)c(C(F)(F)F)c1)C(=O)C1CC(=O)N(Cc2ccco2)C1 (centres undefined) | 15%
O=C(CN1C(=O)C(=O)N(C2CCCC2)C1=O)Nc1ccc([N+](=O)[O-])cc1 | -11%
Oc1ccc(NCc2cccs2)cc1 | ?
N#Cc1ccc(C(=O)NC(=S)N2CCN(C=O)CC2)cc1 | 10%
COc1cc2c(cc1OC)C(c1ccccc1C(F)(F)F)CC(=O)N2 (centres undefined) | -18%
C[C@H](CO)N1C[C@H](C)[C@@H](CN(C)S(=O)(=O)c2cccs2)Oc2ccc(NS(=O)(=O)c3cn(C)cn3)cc2C1=O | -1%
O=C(COC(=O)c1ccccn1)Nc1cccnc1Cl | -4%
Cc1ccc(NC(=O)COC(=O)CCc2c(C)nc3ncnn3c2C)cc1 | 2%
COc1cc2ccc(=O)oc2c(O[C@@H]2O[C@H](CO)[C@@H](O)[C@H](O)[C@H]2O)c1O | 6%
CN(c1ccccc1)S(=O)(=O)c1ccc(Cl)c(C(=O)NCc2ccccc2CN2CCCC2)c1 | -1%
Cc1ccc(OCC(=O)NNC(=O)C2CSC3(C)CCC(=O)N23)cc1 (centres undefined) | 6%
CCOc1ccccc1NC(=O)C(OC(=O)c1ccc(NC(=O)CC#N)cc1)c1ccccc1 (centres undefined) | -18%
COc1ccc(NC(=O)CSc2nc(=O)n(CCN(C)C)c3c2CCCC3)cc1 | 11%
CC1CCCCN1CCCNC(=O)c1ccc2nc(N3CCCCC3)sc2c1 (centres undefined) | 6%
CC(Oc1ccccc1)C(=O)N1CCc2ccccc2C1 (centres undefined) | 6%
O=C(O)CCN1C(=O)c2ccc(Oc3ccc([N+](=O)[O-])cc3)cc2C1=O | 11%
Cc1ccc(CNCc2ccc3c(c2)OCO3)cc1 | 6%
Cc1ccc(S(=O)(=O)N(Cc2cccc(C(F)(F)F)c2)C(=O)N2CCN(C)CC2)cc1 | 3%
COc1ccc(COC(=O)C2CCN(S(=O)(=O)c3ccc(Cl)cc3)CC2)cc1 | 28%
Cc1ccc(C2OC(=O)C=C2c2ccccc2)cc1 (centres undefined) | 12%

Arranged by the number under L3MBTL1 block (descending): 3 of the compounds above
SMILES | L3MBTL1 block
CC1CCCCN1CCCNC(=O)c1ccc2nc(N3CCCCC3)sc2c1 (centres undefined) | 6%
C[C@H](CO)N1C[C@H](C)[C@@H](CN(C)Cc2ccncc2)Oc2c(NC(=O)C3CC3)cccc2C1=O | -1%
COc1ccccc1NC(=O)c1ccc2c(=O)n3c(nc2c1)CCC3 | -8%

Two records drawn at random from those above:
SMILES | L3MBTL1 block
Oc1ccc(NCc2cccs2)cc1 | ?
Cc1ccc(C2OC(=O)C=C2c2ccccc2)cc1 (centres undefined) | 12%

Later entries.
SMILES | L3MBTL1 block
CCC(Oc1ccccc1F)C(=O)Nc1ccc2c(c1)n(C)c(=O)n2C (centres undefined) | 10%
COc1ccccc1N(C)S(=O)(=O)c1ccc(C(=O)N2CCCC(C(F)(F)F)C2)cc1 (centres undefined) | 0%
Cc1onc(-c2c(F)cccc2Cl)c1C(=O)Nc1ccc(S(=O)(=O)N2CCOCC2)cc1 | 2%
Cc1ccnc(SCc2ccc(C(=O)O)cc2)n1 | 7%
COc1cc(OC)c(C(=O)Nc2cccnc2)cc1OC | 4%
CN(Cc1ccc(Cl)s1)C(=O)CNC(=O)CNC(=O)c1ccc(Cl)cc1Cl | 2%
CC(C)Oc1ccc(C(=O)Nc2ccc3c(c2)n(C)c(=O)n3C)cc1 | 3%
CC(=O)Nc1ccc(S(=O)(=O)N2CCC(C(=O)O)(c3ccccc3)CC2)cc1 | -6%[2.29 µM]
COc1ccc(N)cc1NC(=O)CN1CCCC1 | -2%
CCCn1c(C(O)c2ccc(C)cc2)nc2ccccc21 (centres undefined) | -2%
N/N=C(\c1ccccc1)c1cc(Cl)ccc1N | 0%
CC(C)CCNC(=O)C(=O)Nc1ccc2c(c1)N(S(=O)(=O)c1cccs1)CCC2 | -7%
CC(=O)c1cccc(NC(=O)C(C)OC(=O)Cc2c[nH]c3ccccc23)c1 (centres undefined) | -5%

Bioassay records deposited in PubChem by National Center for Advancing Translational Sciences (NCATS).
